TAAR1 agonist = agonists of human TAAR1 | 0.99% of 360,000 active | AID 624467 | Q96RJ0 | activation, % at 3 µM | CHO RD-HGA16 TAAR1, Fluo-8 calcium fluorescence; vehicle wells 0%, saturating PEA agonist 100%;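 active means activation above the mean activation of all test compounds in the run plus 3 SD, cut at about 38% in these data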
Target sequence (Q96RJ0 whole entry, looked up): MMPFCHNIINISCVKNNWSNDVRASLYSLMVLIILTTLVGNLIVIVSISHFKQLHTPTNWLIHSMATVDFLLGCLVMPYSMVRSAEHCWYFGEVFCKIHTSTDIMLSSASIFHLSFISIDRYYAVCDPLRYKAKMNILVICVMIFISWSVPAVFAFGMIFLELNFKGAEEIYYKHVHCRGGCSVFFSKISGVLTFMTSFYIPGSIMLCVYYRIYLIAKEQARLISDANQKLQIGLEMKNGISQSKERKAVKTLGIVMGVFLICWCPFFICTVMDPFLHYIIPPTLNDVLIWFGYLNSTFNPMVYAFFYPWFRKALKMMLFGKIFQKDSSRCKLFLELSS
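Repeats: no replicates (n 1) | Material: CHO-derived RD-HGA16 cells with stable Gα16 and human TAAR1 | Technique: Kinetic Fluo-8 calcium fluorescence | Schedule: 17-24 h seeding, 75 min 37 °C dye, 30 min RT | Evaluation: % activation from peak over basal fluorescence ratio, DMSO-to-PEA scaled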
CHO parental Ca = counter-screen: ATP calcium response change in parental CHO cells; parental CHO-K1, ATP-induced calcium, Fluo-8 fluorescence; inhibition, % at 5.6 µM; 0.63% of 330,000 active; AID 463079;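 active means inhibition above that plate's mean sample inhibition plus 3 SD, cut at about 26% in these data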;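 further: 0% = ATP-challenged DMSO wells and 100% = DMSO wells without ATP; some compounds past the cut are filed as inactive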
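material = parental CHO cells | also added = ATP as calcium-mobilizing challenge | dosing = single point at 5.6 µM | detection = intracellular calcium via Fluo-8 no-wash fluorescent dye | read-out = % inhibition | benchmarks = low control ATP plus DMSO, high control DMSO only | repeats = one well per compound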
CHO-K1 Ca antag = counter-screen for M1 antagonists: effect in parental CHO-K1 cells; ATP-induced calcium, Fluo-8 fluorescence; inhibition, % at 3 µM; 0.6% of 360,000 active; AID 602250;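 active means inhibition above a per-plate cutoff, the plate's mean sample inhibition plus 3 SD, cut at about 24% in these data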;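 further: 0% = DMSO plus EC80 ATP and 100% = DMSO alone without ATP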
CHRM1 agonist = activates human CHRM1 receptor; CHO-K1 hM1, Fluo-8 calcium fluorescence, agonist mode; 0% DMSO, 100% acetylcholine EC100; P11229; 0.33% of 360,000 active; activation, % at 3 µM; AID 588814;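 active means activation above the run's mean compound activation plus 3 SD, cut at about 16% in these data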;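 further: peak over basal fluorescence ratio within a 140 s kinetic read after compound addition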
Target sequence (P11229 whole entry, looked up): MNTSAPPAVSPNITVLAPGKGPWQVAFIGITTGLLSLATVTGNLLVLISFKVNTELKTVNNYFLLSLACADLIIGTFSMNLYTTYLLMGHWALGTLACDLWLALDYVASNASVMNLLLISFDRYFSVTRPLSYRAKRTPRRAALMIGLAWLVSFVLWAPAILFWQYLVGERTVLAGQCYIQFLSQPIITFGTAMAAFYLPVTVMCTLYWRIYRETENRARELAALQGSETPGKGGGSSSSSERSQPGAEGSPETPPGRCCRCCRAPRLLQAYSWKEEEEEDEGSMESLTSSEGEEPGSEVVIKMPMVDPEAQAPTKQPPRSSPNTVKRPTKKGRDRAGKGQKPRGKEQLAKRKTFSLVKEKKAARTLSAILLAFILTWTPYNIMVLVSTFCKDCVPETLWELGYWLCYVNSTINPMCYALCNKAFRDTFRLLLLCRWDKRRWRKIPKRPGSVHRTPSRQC
M1 antag = antagonists of human M1 muscarinic receptor; P11229; CHO-K1 hM1, Fluo-8 calcium fluorescence, ACh EC80 antagonist; inhibition, % at 3 µM; 1.3% of 360,000 active; AID 588852;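 active means percent inhibition above its own plate's cutoff, namely the mean of that plate's compound wells plus 3 SD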;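 further: peak over basal fluorescence ratio during 140 s after agonist addition; 0% = ACh EC80 plus DMSO and 100% = DMSO alone without agonist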
M1 PAM parental = nonselective activator or artifact in parental CHO-K1 calcium assay | ATP EC20, Fluo-8 calcium fluorescence; 0% at ATP EC20, 100% at ATP max | activation, % at 3 µM | 0.02% of 360,000 active | AID 602247;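 active means activation above the run cutoff, the mean activation of all test compounds plus 3 SD, cut at about 40% in these data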;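 further: peak over basal fluorescence ratio in a 140 s read after ATP addition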
M1 PAM = human CHRM1 positive allosteric modulation; P11229; CHO-K1 hM1, Fluo-8 calcium fluorescence, ACh EC20; 0% = ACh EC20, 100% = maximal ACh; activation, % at 3 µM; 0.088% of 360,000 active; in the data active means activation above about 19%, passing the limit was not always enough
CHO-K1 Ca ag = nonselective activator or artifact in parental CHO-K1 cells | Fluo-8 calcium fluorescence; scaled to maximal ATP response, vehicle zero | activation, % at 3 µM | 0.48% of 360,000 active | AID 602248; in the data active means activation above about 15%;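 further: untransfected CHO-K1 host cells lacking M1 receptor as counterscreen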
TAAR1 antag = human TAAR1 antagonism. Q96RJ0. CHO RD-HGA16 TAAR1, Fluo-8 calcium fluorescence, antagonist. inhibition, % at 3 µM. 1.5% of 360,000 active. AID 624466;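 active means inhibition above a per-plate cutoff, the mean inhibition of test compounds on that plate plus 3 SD, cut at about 49% in these data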;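 further: 0% = DMSO plus EC80 beta-PEA response and 100% = DMSO alone without agonist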
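System: RD-HGA16 CHO cells with stable hTAAR1 and Gα16 | Probe or stimulus: EC80 β-phenethylamine stimulus | Dosing: 3 µM, single point | Times: Dye loading 75 min at 37 °C, then 30 min room temperature | Measured by: Fluo-8 calcium-sensitive fluorescence | Read-out basis: % inhibition of agonist calcium response | Replicates: n of 1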
* marks the source's active call; other numbers are inactive results; · = no result given.

molecule	TAAR1 agonist	CHO parental Ca	CHO-K1 Ca antag	CHRM1 agonist	M1 antag	M1 PAM parental	M1 PAM	CHO-K1 Ca ag	TAAR1 antag
Cc1nn(CC(=O)NCC(C)c2ccccc2)c(=O)c2cc3occc3n12 (stereo unspecified)	1	-15	-10	-1	-5	7	4	0.2	-4
COC(=O)c1sc(NC(=S)NC(=O)c2cccc(Br)c2)nc1C	1	-4	-4	-1	-21	18	13	0.2	-4
CC(Oc1ccc([N+](=O)[O-])cc1Cl)C(=O)Nc1ccc(C(N)=O)cc1 (stereo unspecified)	7	10	-12	-10	-4	28	13	3.2	-3
Cc1ccc(S(=O)(=O)N2C[C@H]3C(=O)C[C@@H](c4ccccc4)N(S(=O)(=O)c4ccc(C)cc4)[C@H]3C[C@H]2c2cccc(C)c2)cc1	0	·	1	-2	-9	9	7	1.1	-19
O=C(c1ccco1)N1C(=O)c2cccc3c(S(=O)(=O)N4CCCC4)ccc1c23	10	-13	-5	-3	0	19	-2	0.7	-4
C[C@@H]1COC(=O)[C@H](Cc2ccc(F)cc2)CC/C=C/C[C@@H](CC(=O)N[C@H](CO)Cc2ccccc2)C(=O)N1	0	-24	-9	-6	3	10	2	0.0	3
O=C(Nc1cccc(S(=O)(=O)N2CCCCC2)c1)C1CCN(C(=O)c2ccc(Cl)cc2)CC1	4	-12	-20	-7	7	6	-5	2.9	13
COC(=O)C1CC(O)CN1S(=O)(=O)c1ccc2ccccc2c1 (stereo unspecified)	18	-8	-6	-2	-10	7	12	0.2	-25
CC1CN(C(=O)COC(=O)c2cc(Cl)ccc2[N+](=O)[O-])CC(C)O1 (stereo unspecified)	9	3	-16	-2	-19	22	10	3.1	-3
Cc1nc(=O)c(-c2ccccc2)c(C)n1CCO	13	7	-16	0	-13	22	11	0.5	-20
CC(=O)c1cccc(S(=O)(=O)Nc2cc(C(F)(F)F)ccc2N2CCOCC2)c1	17	-20	-1	3	-2	-21	9	0.1	2
CCN(CC(=O)NCc1cccs1)C(=O)/C=C/c1cc(OC)ccc1OC	0	-17	24*	-2	2	-22	-4	-0.5	-5
C/C(=N\Nc1nc(Nc2ccccc2)nc(N2CCOCC2)n1)c1cccs1	6	-14	5	-11	0	-1	-1	0.9	10
COc1ccc(-c2nnc(SCc3ncc(-c4ccccc4)o3)o2)cc1	5	-25	-5	-3	1	14	-1	0.1	18
COc1ccc(-c2nc3c(c4nnc(SC(C)C(=O)Nc5ccccc5)n24)COC(C)(C)C3)cc1 (stereo unspecified)	1	-9	-7	-4	-17	19	14	0.4	-15
CC(C)(C)c1ccc(S(=O)(=O)N2CCN(c3ccccn3)CC2)cc1	1	-3	4	-3	-11	4	7	0.8	-28
Cc1ccccc1C(=O)c1c[nH]c(C(=O)NCCc2ccccn2)c1	6	-9	19	-2	5	-23	2	-0.4	-24
CCOC(=O)CSc1nnc(CNC(=O)c2ccc(OC)cc2OC)n1C	19	-1	-1	7	-7	-6	9	0.3	-3
COc1ccc(C(C(=O)NC(C)(C)C)N(Cc2ccc(F)cc2)C(=O)CCC(=O)Nc2cc(C)on2)cc1 (stereo unspecified)	-1	-31	-4	-6	4	1	0	-0.3	-22
Cc1ccc2cccc(OCCOCCOc3ccccc3Br)c2n1	8	-35	-11	-8	-4	28	5	2.2	-2
COc1ccc2oc(=O)c(/C(N)=N/NC(=O)c3ccncc3)cc2c1	9	12	6	-2	6	-27	-1	-0.1	-3
CCc1noc(C)c1C(=O)NCCc1ccc(Cl)cc1	4	-18	-7	-6	-4	-21	9	0.5	-17
CCN1CCN(C(=O)c2ccc(Cl)c(S(=O)(=O)N3CCCCC3)c2)CC1	1	-7	5	-6	-5	2	-6	0.6	-14
CCCCOc1ccc(CN(CCO)CCO)cc1[N+](=O)[O-]	9	0	0	-11	-4	17	5	0.1	-8
Cc1cc(C(=O)N2CCN(Cc3ccc4c(c3)OCO4)CC2)cs1	2	-7	-10	-7	-3	18	-2	0.9	5
CCOc1ccc(N2C(=O)CC(NCc3ccc(S(N)(=O)=O)cc3)C2=O)cc1 (stereo unspecified)	45*	2	-13	-2	-12	18	6	0.6	-11
C/C=C(/C)C(=O)O[C@H]1[C@@H](O)c2c(ccc3ccc(=O)oc23)OC1(C)C	6	-7	-14	-4	-4	5	4	-0.3	3
CS(=O)(=O)c1ccc2nc(NC(=O)CCC(=O)c3cccs3)sc2c1	7	-14	8	-4	6	4	-4	1.0	-10
COc1cc(/C=N/NC(=S)Nc2cccc(S(=O)(=O)N(C)C)c2)cc(OC)c1O	0	-18	4	-4	5	-5	-4	4.3	-25
COc1cc(CN(C)Cc2nc3cc(C(F)(F)F)ccc3c(=O)[nH]2)ccc1OC(F)F	0	-12	-3	-12	-8	-4	9	0.2	-1
CCC(C)(C)n1nnnc1C(c1ccc(C)cc1)N1CCN(C(=O)c2ccco2)CC1 (stereo unspecified)	4	-6	-7	-2	2	18	4	0.7	7
COc1ccc2nc(N3C(=O)/C(=C/c4ccc(Cl)cc4)NC3=S)sc2c1	3	·	-1	-4	-12	12	1	2.7	7
COc1ccc(CCNC2=NCC(C)S2)cc1 (stereo unspecified)	6	-4	3	-5	5	-2	-3	0.1	15
CCCNCc1cc(OC)c(OCC(=O)Nc2ccccc2)cc1Br	5	-10	-13	-6	-7	7	2	-0.2	-7
CCNC(=O)/C(C#N)=C/c1c(N2CC(C)OC(C)C2)nc2ccccn2c1=O (stereo unspecified)	5	-10	1	-1	13	-8	-6	0.4	2
COc1ccc(-c2nn(-c3ccccc3)cc2C(=O)NC2CCC(C)CC2)cc1 (stereo unspecified)	0	-6	10	-1	3	-7	1	0.8	-10
CCCCNc1c([N+](=O)[O-])c(=O)n(C)c2ccccc12	4	-5	-15	-4	7	26	-2	0.7	-7
O=C(CC1NCCc2ccccc21)Nc1ccccc1 (stereo unspecified)	10	-15	2	-11	4	13	-1	0.7	2
CCCCn1c(SC(C)C(N)=O)nc2cc(C(=O)OC)ccc2c1=O (stereo unspecified)	11	-13	-3	0	-30	15	7	-0.3	-7
COc1ccc(C(=O)NCCCn2nc(C)cc2C)cc1S(=O)(=O)N1CCOCC1	1	·	-2	-6	-16	12	8	0.3	-32
COc1ccc(OCC(O)CNC2CCCC2)cc1 (stereo unspecified)	1	·	17	-1	-5	-7	2	11	-6
CCOc1ccc(N2CC(=O)N/C2=N\c2nc(C)cc(C)n2)cc1	12	-12	-16	-2	-13	21	0	0.4	-2
CCOC(=O)c1ccc(NC(=O)CCNc2c(N3CCCC3)c(=O)c2=O)cc1	8	-8	-13	-3	-25	1	4	-0.1	-2
COc1ccc(CN(CC(=O)NC2CCCC2)C(=O)CCC(=O)Nc2nccs2)cc1	1	-8	-18	0	-13	-2	16	0.5	-6
C=CCOc1c(CNc2ccc(C(=O)O)cc2)cccc1OCC	4	2	-15	-2	-10	2	8	0.9	4
N#CC/C(N)=N/Nc1nc2ccccc2nc1Cc1ccccc1	0	-10	-2	3	-16	-4	19	-0.6	-8
CCCN1CCN(C(=O)c2cn(CC(C)C)c(=O)c3cc(OC)c(OC)cc23)CC1	3	-20	-14	-4	-9	23	9	0.4	-6
Nc1nc(SCc2ccc(Cl)cc2)[nH]c(=O)c1-c1ccccc1	15	-12	-9	9	-37	15	9	4.9	16
CCSc1nc2c(c(=O)[nH]1)C(c1cccnc1)C(C(=O)OC)=C(C)N2 (stereo unspecified)	9	-11	-10	-4	-2	11	-1	0.2	-10
Cc1cc(OCn2ccc(C(=O)O)n2)ccc1Cl	1	-9	-11	-3	-13	16	9	0.5	-28
CCCCC(=O)Nc1ccc(NC(=O)CCCC)nc1	7	-4	-6	-2	-21	12	4	0.4	4
COCC(C)NC(=O)c1cc(-c2cccc(OC)c2)on1 (stereo unspecified)	15	-3	-5	-4	-11	13	4	1.1	-8
CC1(C)OC(=O)C(=C2CCCN2)C(=O)O1	2	5	10	-2	-5	-3	4	-0.4	-24
CCOc1ccc(N(C)S(=O)(=O)c2c[nH]c(C(=O)OC)c2)cc1	8	-11	-11	1	-10	-2	6	2.2	-23
COc1ccc(CCNC(=O)C(=O)NCC2OCCN2C(=O)c2ccc(Cl)cc2)cc1 (stereo unspecified)	12	-23	3	-1	5	6	2	6.5	60*
CC(OC(=O)c1ccc(NC(=O)CC#N)cc1)C(=O)Nc1ccc(S(=O)(=O)N2CCCC2)cc1 (stereo unspecified)	1	·	3	-10	33	-11	-24	-0.4	-26
CCOC(=O)C1CCN(C(=O)c2cc3cc4cc(OC)ccc4nc3o2)CC1	12	-8	3	-6	3	-3	-17	1.4	8
CN1CCC(NC(=O)CCc2ccccc2)CC1	0	-1	-1	-10	-7	12	1	0.4	7
CN(CC(=O)Nc1cccc(F)c1)C(=O)CCNC(=O)c1ccco1	2	-13	-6	0	-18	-11	2	0.3	-31
CCOC(=O)C1CCN(S(=O)(=O)c2ccc(OC)c(OC)c2)CC1	1	-9	-2	-3	-2	2	-1	1.0	-2

The list goes on; the last three above are carried over.
molecule	TAAR1 agonist	CHO parental Ca	CHO-K1 Ca antag	CHRM1 agonist	M1 antag	M1 PAM parental	M1 PAM	CHO-K1 Ca ag	TAAR1 antag
CN1CCC(NC(=O)CCc2ccccc2)CC1	0	-1	-1	-10	-7	12	1	0.4	7
CN(CC(=O)Nc1cccc(F)c1)C(=O)CCNC(=O)c1ccco1	2	-13	-6	0	-18	-11	2	0.3	-31
CCOC(=O)C1CCN(S(=O)(=O)c2ccc(OC)c(OC)c2)CC1	1	-9	-2	-3	-2	2	-1	1.0	-2
COCCN(C(=O)COC(=O)Cc1ccc(Cl)cc1Cl)c1c(N)n(Cc2ccccc2)c(=O)[nH]c1=O	1	2	17	-5	4	-11	7	7.3	-34
Cc1nc(C)c(C(=O)C2=C(O)C(=O)N(CCN(C)C)C2c2ccco2)s1 (stereo unspecified)	2	0	13	-2	0	-27	4	-0.2	-4
O=S(=O)(NCCn1cccc1)c1ccc2ccccc2c1	3	0	-8	-7	-4	15	8	1.0	12
O=C(Cc1cccc(NC(=O)C2CCCN(C(=O)C3CC3)C2)c1)Nc1cccc(C(=O)N2CCCC2)c1 (stereo unspecified)	5	2	-10	-2	12	25	-2	-1.0	-17
Cc1nc2ncnn2c(C)c1Cc1ccc(Cl)cc1F	2	-6	8	4	-17	9	16	-0.1	-14
